TLR4-MyD88 BLA: TLR4-MyD88 interaction inhibition in cells | O00206+Q99836 | HeLa CL3-4 TLR4/MyD88 BLA complementation, FRET ratio | inhibition, % at 8.4 µM | actives 0.18% (n = 200,000) | AID 861; in the data active = inhibition above about 25%;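 note: 0% = vehicle and 100% = reference inhibitor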
Target sequence (O00206 whole entry, looked up): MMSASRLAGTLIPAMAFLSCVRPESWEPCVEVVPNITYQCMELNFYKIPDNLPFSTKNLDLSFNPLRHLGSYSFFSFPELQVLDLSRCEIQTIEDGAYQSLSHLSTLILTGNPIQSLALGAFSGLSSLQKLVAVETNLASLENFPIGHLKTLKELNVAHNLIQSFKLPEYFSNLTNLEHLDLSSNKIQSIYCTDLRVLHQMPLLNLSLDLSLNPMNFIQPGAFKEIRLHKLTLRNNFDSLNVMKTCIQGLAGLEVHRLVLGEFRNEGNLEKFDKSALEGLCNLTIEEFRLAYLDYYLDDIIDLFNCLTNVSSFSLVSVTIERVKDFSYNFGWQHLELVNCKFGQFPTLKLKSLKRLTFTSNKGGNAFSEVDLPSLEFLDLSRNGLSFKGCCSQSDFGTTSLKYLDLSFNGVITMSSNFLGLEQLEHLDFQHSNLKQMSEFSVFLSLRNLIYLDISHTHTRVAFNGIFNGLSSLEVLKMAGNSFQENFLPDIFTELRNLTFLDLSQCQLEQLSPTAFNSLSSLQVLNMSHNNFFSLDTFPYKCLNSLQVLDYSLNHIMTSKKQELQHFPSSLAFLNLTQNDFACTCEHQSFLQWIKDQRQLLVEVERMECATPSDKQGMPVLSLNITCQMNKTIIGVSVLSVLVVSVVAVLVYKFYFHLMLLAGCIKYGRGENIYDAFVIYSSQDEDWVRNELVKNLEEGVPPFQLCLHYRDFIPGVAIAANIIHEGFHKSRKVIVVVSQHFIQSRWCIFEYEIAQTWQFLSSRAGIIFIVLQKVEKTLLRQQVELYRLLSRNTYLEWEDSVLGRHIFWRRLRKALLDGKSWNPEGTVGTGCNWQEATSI
Target sequence (Q99836 whole entry, looked up): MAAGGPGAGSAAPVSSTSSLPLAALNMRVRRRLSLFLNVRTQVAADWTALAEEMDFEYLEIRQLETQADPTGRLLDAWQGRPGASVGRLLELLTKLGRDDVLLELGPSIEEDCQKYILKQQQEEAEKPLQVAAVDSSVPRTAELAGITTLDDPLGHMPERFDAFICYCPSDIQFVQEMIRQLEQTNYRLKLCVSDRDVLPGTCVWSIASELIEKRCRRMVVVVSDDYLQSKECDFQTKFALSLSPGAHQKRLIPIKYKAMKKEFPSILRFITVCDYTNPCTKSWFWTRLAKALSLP
G6PDH CS: inhibits Leuconostoc G6PDH, flagging false hits in G6PDH-based assays | Purified L. mesenteroides G6PDH, diaphorase/resazurin coupled fluorescence, 45 min | inhibition, % at 5 µM | actives 0.12% (n = 200,000); in the data active = inhibition above about 50%
STAT1 inh: inhibitors of IFN-gamma induced STAT1 signaling | inhibition, % at 5.5 µM | actives 0.35% (n = 200,000) | NIH 3T3 STAT1-luciferase reporter, luminescence | AID 920;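 active = inhibition above a set limit, the mean inhibition across all tested compounds plus 3 SD, cut at about 34% in these data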;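 note: 0% = IFN-gamma with DMSO and 100% = IFN-gamma with 300 µM nifuroxazide; values of inactives mirror those of a sister screen read the other way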
Diaph inh CS: diaphorase inhibition or chemical oxidation counter-screen. diaphorase resazurin-to-resorufin fluorescence, NADH, 16 min; bacterial (C. kluyveri) enzyme, not human. inhibition, % at 20 µM. actives 0.69% (n = 190,000). AID 1217;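 active = primary screen inhibition at 20 µM above a set limit, cut at about 50% in these data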;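 note: plate controls were DMSO with full reaction for no effect and wells lacking NADH for full effect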
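material = Clostridium kluyveri diaphorase enzyme | amount = 0.14 U/mL diaphorase, enzyme working solution | schedule = incubation 16 min, room temperature | detection = fluorescence of resorufin formed from resazurin, Ex 544/Em 590 nm | benchmarks = positive control minus NADH, DMSO neutral control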
STAT3 activator: increases IL-6 driven STAT3 reporter signal; activation (% of control), % at 5.6 µM; actives 0.91% (n = 190,000); AID 871; U3A cells, IL-6 STAT3-luciferase reporter, luminescence; 100% = signal with IL-6 EC80 alone;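 active = activation above the screen-wide mean of compound activation plus 3 SD, cut at about 130% in these data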;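 note: 0% = background luminescence of wells with medium and substrate only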
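Test system: human U3A cells carrying STAT3-luciferase construct; control set: IL-6-only wells as 100% reference; timing: compound pre-incubation 1 h before IL-6, then 6 h stimulation at 37 °C; also added: IL-6 stimulus at 33 ng/mL final; evaluation: % activation versus median of IL-6-stimulated wells; detection: reporter luminescence signal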
APP 5UTR inh: APP translation inhibition; inhibition, % at 2 µM; actives 0.82% (n = 190,000); AID 1285; SH-SY5Y APP 5'UTR-luciferase reporter, luminescence;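 active = inhibition above a set limit, derived from the sample mean plus 3 SD, cut at about 45% in these data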; note: values of inactives mirror those of a sister screen read the other way
Hsp70 activator: transcriptional activators of Hsp70; HeLa Hsp70 promoter luciferase reporter, luminescence; scaled: vehicle 0, proteasome-inhibitor control 100%; activation, % at 10 µM; actives 0.04% (n = 200,000);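 active = activation above the mean across all tested compounds plus 3 SD, cutoff set per campaign, cut at about 5.5% in these data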;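 note: 100% = MG132 at 30 µM as the positive control and 0% = DMSO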
STAT1 activator: increases IFN-gamma driven STAT1 reporter signal; activation (% of control), % at 5.5 µM; NIH 3T3 STAT1-luciferase reporter, luminescence; 100% = IFN-gamma alone, no compound; actives 2.6% (n = 200,000);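 active = activation above the screen-wide mean activation plus 3 SD, cut at about 130% in these data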;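 note: raw ratio to IFN-gamma control signal so 100% means no change and 0% no light; values of inactives mirror those of a sister screen read the other way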
Diaph act CS: diaphorase activation or chemical reduction counter-screen. Diaphorase/resazurin coupled assay, resorufin fluorescence, 16 min; active compounds read high; 1 = vehicle wells, 0 = NADH-free wells. activation factor at 20 µM. actives 0.005% (n = 190,000). AID 1229;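 active = diaphorase activity raised at least twofold by the compound at 20 µM; inactive = activation factor below 2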
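Test system: Clostridium kluyveri diaphorase, purified enzyme. Buffer or medium: 50 mM HEPES pH 7.4 buffer plus MgCl2 and Tween 20. Also added: 0.114 mM NADH and 0.1 mM resazurin, final amounts. Dosing: compound 20 µM once, DMSO 1%. Schedule: 16 min enzyme reaction, ambient temperature. Detection: fluorescence of resorufin, 544 nm excitation, 590 nm emission.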
STAT3 inh: reduces IL-6 driven STAT3 reporter signal. U3A cells, IL-6 STAT3-luciferase reporter, luminescence; host cell line lacks STAT1. inhibition, % at 5.5 µM. actives 0.89% (n = 190,000);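 active = inhibition above the mean inhibition across all screened compounds plus 3 SD, cut at about 44% in these data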;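 note: 0% = DMSO only wells and 100% = 100 µM nifuroxazide control wells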
An asterisk follows results filed as active; . = no result given; & = joins results of further samples. This is a random part of the collection; any-hit rate near 6.1%.

SMILES	TLR4-MyD88 BLA	G6PDH CS	STAT1 inh	Diaph inh CS	STAT3 activator	APP 5UTR inh	Hsp70 activator	STAT1 activator	Diaph act CS	STAT3 inh
COc1ccccc1NC(=O)c1ccc2snnc2c1	-11.2	14.0	-11.9	16.5	78.6	-0.8	-0.4	111.0	0.8	28.9
Cc1[nH]n(-c2ccccc2)c(=O)c1C=NCc1ccco1	-10.8	14.8	-63.4	15.4	101.6	-49.6	-0.2	157.1*	0.8	-0.6
COc1ccc(S(=O)(=O)N(CC(=O)Nc2cccnc2)c2ccccc2OC)cc1	-0.1	9.1	0.2	-2.2	100.8	0.6	0.1	99.8	1	3.5
CCc1ccc(OCC(=O)N2CCN=C2c2ccccc2)cc1	2.9	9.7	2.2	16.0	98.5	15.3	-0.2	96.3	0.8	1.8
COc1ccc(C2Oc3ccccc3C3=C2C(c2cccs2)n2ncnc2N3)cc1 (centres undefined)	-6.6	7.5	0.7	22.1	109.8	36.7	-0.2	99.3	0.8	-5.0
O=C(c1ccc(=O)[nH]c1)N(Cc1ccco1)C1(C(=O)NC2CCCC2)CCCCC1	-17.4	9.1	-2.6	-9.4	98.1	0.3	-0.4	102.4	1.1	2.6
CC(=O)c1cc(CN2CCCCC2)cc(OC(C)C)c1	-6.6	5.0	-0.5	-1.2	98.2	11.3	-0.3	100.5	1	5.7
CCOC(=O)N1CCC(NC(=O)c2oc3c(c2C)-c2[nH]ncc2CC3)CC1	9.6	15.2	2.4	22.6	104.6	-4.1	0.7	97.8	0.8	-8.7
O=S(=O)(NCCN1CCCC1)c1cccc2cccnc12	-2.0	2.4	-4.1	26.8	107.6	-16.9	0.4	103.7	0.7	-3.8
C=C(C)C1CC=C(C)/C(=N/NC(=O)COc2ccccc2C)C1 (centres undefined)	-8.4	-5.7	0.5	20.7	90.0	-4.5	-0.1	99.6	0.8	15.3
CCC(=O)c1ccc(OCC(=O)O)cc1	-7.1	-1.9	-2.8	19.3	98.5	13.3	-0.1	102.6	0.8	7.5
O=C(O)CCCNC(=O)C(c1ccccc1)c1ccccc1	-2.6&-9.9	1.4&3.3	-2.2&4.9	9.7&15.7	103.7&93.0	7.2&1.4	0.1&0.6	101.5&95.6	0.9&0.8	-3.1&6.1
C(=N\N1CCN(Cc2cccc3ccccc23)CC1)/c1ccco1	-0.1	-0.9	-1.9	5.3	99.6	-2.0	0.6	101.8	0.9	0.7
CCN(CC)S(=O)(=O)c1ccc2c(c1)nc(SCc1nc3ccsc3c(=O)[nH]1)n2CC	-1.6	5.3	7.9	36.7	97.9	6.0	-0.3	92.8	0.6	5.0
CC1CC(C)CN(S(=O)(=O)c2ccc(F)c(C(=O)Nc3ccc(Cl)cc3F)c2)C1 (centres undefined)	-2.0	-0.1	-1.9	-0.7	98.1	5.5	0.1	101.7	1	5.7
Cc1ccc(S(=O)(=O)Nc2nc3cc(C)c(C)cc3[nH]2)cc1	-6.5	11.1	2.7	10.7	89.8	-12.8	-0.4	96.2	0.9	17.1
CCOc1ccc(NC(=S)NC(C)CCc2ccccc2)cc1 (centres undefined)	-2.0	12.7	2.4	14.1	107.4	11.1	-0.3	96.5	0.9	-3.3
C/C(O)=C(/C#N)c1nc2ccccc2[nH]1	-0.6	5.7	-1.7	4.8	104.7	.	-0.4	101.6	1	0.6
O=C(NCCN1CCOCC1)c1cc2cc(Br)ccc2oc1=O	-7.9	4.8	5.4	12.5	93.4	8.0	-0.1	95.0	0.9	13.1
CCOC(=O)c1ccc(N2CSC3=C(C#N)C(c4cccs4)CC(=O)N3C2)cc1 (centres undefined)	11.7	2.8	1.6	47.3	100.8	7.3	-0.3	98.5	0.5	3.8
COc1ccc(-c2noc(-c3ccccc3-c3ccccc3)n2)cc1	-2.2	-3.2	-0.9	20.2	84.1	-7.4	-0.1	100.9	0.8	23.2
CC(C)(C)c1cc(NC(=O)Nc2ccc(Br)cc2Cl)no1	-7.7	2.7	-18.3	10.0	90.5	1.3	0.0	117.1	0.9	19.2
O=C(Nc1cccc(-c2nc3ccccc3[nH]2)c1)c1cccc(NC(=O)c2ccco2)c1	-9.2	-69.8	-4.6	-26.2	98.2	-3.4	-0.5	104.2	1.3	7.8
Cc1ccc2ncccc2c1NC(=S)NC(=O)c1ccccc1	2.6	6.2	14.8	9.8	136.6*	-28.7	-0.4	85.0	0.9	-34.6
COC(=O)c1nn(-c2ccccc2)c(-c2ccccc2)c1C(=O)c1ccccc1	-4.0	4.1	0.9	14.5	103.2	-8.5	-0.2	99.2	0.9	-2.6
CCC(=O)c1cc(-c2nc3ccccc3n2C)n(C)c1	-2.1	-2.7	5.8	7.5	83.2	13.2	0.1	94.6	0.9	22.3
Cc1cccc(CN2CCN(CC(=O)NCc3cccs3)C2=O)c1	1.5	6.4	3.5	-1.0	97.1	-0.3	-0.2	96.8	1	8.9
CCN(C(=O)COC(=O)c1cccnc1Nc1ccccc1F)C1CCS(=O)(=O)C1 (centres undefined)	-1.7	4.0	-20.1	1.2	113.1	-8.0	-0.1	117.8	1	-9.9
O=C1/C(=C/c2cccnc2)SC(=S)N1CC1CCCO1 (centres undefined)	-2.0	2.0	8.5	5.8	102.5	3.8	-0.1	93.5	0.9	2.1
Cc1cccc(NC(=S)NNc2ncc(C(F)(F)F)cc2Cl)c1	0.8	6.8	5.1	6.8	87.7	3.5	-0.6	95.5	0.9	17.4
CCOC(=O)CC(=O)CSc1nc2c(c(-c3cccs3)c1C#N)CCC2	-13.1	-9.2	-7.5	12.6	98.7	-4.4	-0.5	106.9	0.9	-2.8
COc1ccccc1CN1C[C@@H]2C[C@@H](c3[nH]c4ccc(C)cc4c3C)N3CCC[C@@]23C1=O	14.3	21.2	4.2	15.9	101.3	0.4	-0.1	95.7	0.8	4.1
CC(=O)c1ccc(OC(C)C)c(CSC(=N)N)c1	-6.8	6.6	12.7	1.8	91.4	6.7	-0.5	87.0	1	15.2
CCn1c(SCC(N)=O)nnc1-c1ccc(OC)c(OC)c1	10.0	5.5	0.7	9.0	104.2	-2.6	0.5	99.4	0.9	4.0
Cc1ccc(NC(=O)CN2C(=O)N/C(=C\c3cccnc3)C2=O)cc1	-26.1	2.6	-3.7	-5.9	101.2	53.7*	-0.2	103.1	1.1	6.2
O=C(c1ccccc1F)N1CCN(S(=O)(=O)c2ccc(S(=O)(=O)N3CCCCC3)cc2)CC1	11.8	1.2	0.7	6.7	106.2	-3.0	0.0	99.4	0.9	-1.9
Cn1c(=O)n(C)c2cc(/C=N/NC(N)=S)ccc21	0.2	-0.4	3.7	0.0	110.2	-25.3	-0.1	94.9	1	-8.3
Cc1cccc(C)c1NC(=O)COC(=O)CCc1ccc(S(=O)(=O)N2CCCCC2)cc1	1.0	-19.8	7.2	8.9	100.4	-19.8	-0.4	93.4	0.9	-5.6
CCCC1=C(C(=O)OCC)C(c2cc(Cl)cc(OC)c2OCc2ccccc2)NC(=O)N1 (centres undefined)	-9.3	3.0	-4.5	11.5	107.3	2.5	-0.2	104.1	0.9	-5.5
O=C(c1ccccc1)c1c[nH]c2cc3c(cc2c1=O)OCO3	3.0	4.5	-8.4	11.6	100.8	-5.2	-0.2	107.8	0.9	3.4
CCN(CC)CCCNC(=S)N(Cc1cccnc1)Cc1cc2cc(C)cc(C)c2[nH]c1=O	5.1	14.4	6.9	.	104.8	-2.9	-0.1	93.7	.	3.1
CC(C)(C)NC(=O)COC(=O)c1ccc(O)cc1	-21.8	4.3	-3.5	0.8	108.7	4.6	-0.3	103.2	1	-6.2
CCOC(=O)C/C(C)=N/NC(=O)Nc1ccccc1	12.9	6.8	-34.4	1.2	110.9	-24.9	-0.1	131.4*	1	-3.0
NCc1ccccc1COc1ccccc1	-6.5	3.9	2.5	10.5	103.2	-11.2	0.0	97.8	0.9	1.1
CCOC(=O)C1(CCc2ccccc2)CCN(C(=O)CCc2cnn(C)c2)CC1	2.0	4.8	-0.9	10.4	100.2	13.3	-0.1	99.1	0.9	4.9
COc1ccccc1CCNC(=O)c1cc(-c2ccccn2)nc2ccc(Br)cc12	1.9	12.1	1.8	-27.9	100.2	-14.7	-0.2	96.1	1.3	1.4
CCOc1nnc(C)c2c(C)n(-c3cccc(Cl)c3)nc12	15.2	7.2	2.5	0.5	98.3	9.4	0.2	97.7	1	7.8
O=C(Nc1ccc(F)cc1F)c1ccc(-n2cccn2)c([N+](=O)[O-])c1	9.8	3.5	-4.6	16.8	90.6	-6.9	-0.5	101.5	0.8	15.9
CS(=O)(=O)N(Cc1ccc(Cl)cc1)c1ccc(C(=O)N/N=C/c2cc3ccccc3nc2Cl)cc1	-14.8	-2.1	9.4	11.2	93.6	-20.1	-0.3	91.4	0.9	6.2
Cc1cccc(NC(=O)COC(=O)c2ccc3c(=O)n4c(nc3c2)CCC4)c1	0.8	6.2	-5.2	10.0	101.2	-4.7	-0.2	104.6	0.9	1.0

An excerpt from further up:
SMILES	TLR4-MyD88 BLA	G6PDH CS	STAT1 inh	Diaph inh CS	STAT3 activator	APP 5UTR inh	Hsp70 activator	STAT1 activator	Diaph act CS	STAT3 inh
O=C(Nc1ccc(F)cc1F)c1ccc(-n2cccn2)c([N+](=O)[O-])c1	9.8	3.5	-4.6	16.8	90.6	-6.9	-0.5	101.5	0.8	15.9
CS(=O)(=O)N(Cc1ccc(Cl)cc1)c1ccc(C(=O)N/N=C/c2cc3ccccc3nc2Cl)cc1	-14.8	-2.1	9.4	11.2	93.6	-20.1	-0.3	91.4	0.9	6.2
Cc1cccc(NC(=O)COC(=O)c2ccc3c(=O)n4c(nc3c2)CCC4)c1	0.8	6.2	-5.2	10.0	101.2	-4.7	-0.2	104.6	0.9	1.0

Following part.
SMILES	TLR4-MyD88 BLA	G6PDH CS	STAT1 inh	Diaph inh CS	STAT3 activator	APP 5UTR inh	Hsp70 activator	STAT1 activator	Diaph act CS	STAT3 inh
CC1CCN(C(=O)C(Cc2ccccc2)NS(=O)(=O)c2ccc3c(c2)oc(=O)n3C)CC1 (centres undefined)	3.3	3.6	6.1	17.6	100.3	-11.8	-0.2	94.5	0.8	8.2
Cc1cc(NC2C3CC4CC(C3)CC2C4)n2ncnc2n1 (centres undefined)	2.3	2.8	-0.7	21.2	102.7	6.8	0.0	100.7	0.8	2.1
COc1cc(/C=C/C(=O)O)ccc1OS(=O)(=O)c1cc(C)ccc1C	-7.2	-0.1	6.4	6.5	99.1	9.7	-0.3	94.6	0.9	1.7
COC(=O)c1c(NC(=O)c2cccs2)sc2c1CCC(C)C2 (centres undefined)	-1.6	3.8	-6.2	15.7	121.9	6.3	-0.2	105.7	0.8	-23.0
COc1cc(-c2nnc(SC/C=C/c3ccccc3)n2N)cc(OC)c1OC	-0.6	2.6	-2.0	3.0	95.4	-7.7	0.0	101.9	1	9.6
